# HIV RNase H inh: HIV-1 RT RNase H inhibitors, primary screen, biochemical, fluorescence | RT-RNase H RNA/DNA duplex cleavage | inhibition, % at 10 µM | 65,000 compounds, 1.9% hits; in the data active = inhibition above about 50%
# RmlCD inh mix: RmlC and RmlD coupled enzyme inhibitors, primary screen, biochemical, 384-well, compound mixtures, retest. 110,000 compounds, 0.39% hits. RmlC/RmlD coupled enzyme inhibition, 384-well mixture HTS. inhibition, % at 5.5 µM; in the data active = inhibition above about 30%, passing the limit was not always enough; inconclusive = no clear call, values can overlap the other calls; note: strong numbers were not always called active
# * marks the source's active call; other numbers are inactive results; ? = inconclusive; / = not tested or not shown. The list is partial; the hit share may differ from the screen's.
Compound	HIV RNase H inh	RmlCD inh mix
CC(C)(NC(=O)N1CCOCC1)c1cccc(C(C)(C)NC(=O)N2CCOCC2)c1	/	-9
COc1ccc(COC(=O)c2n[nH]c3ccccc23)cc1F	-43	-12
COc1ccc2c(c1)N(C)/C(=C1/SC(=NCc3ccccc3)N(c3ccccc3)C1=O)S2	/	13
COc1ccc(C(CC(=O)N2CCN(c3ccccc3)CC2)c2c(O)cc(OC)cc2OC)cc1 (centres undefined)	/	1
CCOC(=O)Cn1c(=O)c2c(nc(Br)n2Cc2ccccc2)n(C)c1=O	-4	/
CC1(C)CC(=O)c2cc(C(=O)NCc3ccco3)c(=O)n(-c3ccc(Cl)cc3)c2C1	11	-4
CC(C)Cn1c(-c2cccs2)nc2ccccc21	/	8
COc1ccc(-c2nnc(SCC(=O)N3CCCC3)o2)cc1OC	4	/
CC(C)C(=O)Nc1ccnc(-c2cccnc2)n1	/	?
Cc1cc(=O)[nH]c(SCn2nnc3ccccc3c2=O)n1	-10	5
COc1cc2nc(CN(C)Cc3nc4ccccc4c(=O)[nH]3)[nH]c(=O)c2cc1OC	/	0
Cc1cc2ccccc2c(=O)n1CC(=O)NCC(=O)N1CCCC1	-14	-15
COC(=O)C1C(c2ccccc2)C(C(=O)OCc2ccco2)C1c1ccccc1 (centres undefined)	/	-5
Cc1ccc2c(c1)N(CC(=O)N(Cc1ccccn1)Cc1ccco1)C(=O)C(C(C)C)O2 (centres undefined)	/	17
O=C(CSc1nc2ccccc2s1)NC1CCS(=O)(=O)C1 (centres undefined)	/	19
CCS(=O)(=O)N1CCC(C(=O)N2CCOCC2)CC1	-1	-14
Oc1ccc(C=Nc2cccc3ncccc23)c(O)c1	1	-13
CCOC(=O)c1cc2n(c1C)-c1ccccc1C2=O	-8	15
CCCn1c2c(c(O)c(C(=O)Nc3ncccc3C)c1=O)CCCC2	-10	1
O=C(NC1CCCCCC1)c1cccc(N2CCCC2=O)c1	-20	15
O=C(OCc1nnc(-c2ccccc2)o1)C1CCN(S(=O)(=O)c2cccs2)CC1	-4	6
O=C(c1ccco1)N1CCN=C1SCc1c(F)cccc1Cl	-33	-16
CC1=C(C(=O)OCc2ccccc2)C(c2cccc([N+](=O)[O-])c2)NC(=O)N1CCCCCC(=O)O (centres undefined)	/	13
O=c1cccc(-c2ccccc2)[nH]1	6	0
CCCC1(C(=O)OCC)NC(c2ccc(N(C)C)cc2)C2C(=O)N(c3ccc(OCC)cc3)C(=O)C21 (centres undefined)	-3	6
CS(=O)(=O)N(Cc1ccccc1)c1ccc(C(=O)NCC2CCCO2)cc1 (centres undefined)	/	-12
CC(C)C[C@H](NC(=O)c1nc[nH]c1C(=O)N1CCN(C(=O)OC(C)(C)C)CC1)C(=O)OC(C)(C)C	/	20
O=C(CSc1nnc(NCc2ccccc2)s1)c1ccco1	-35	-1
O=C(Nc1ccc(N2CCCC2)cc1)c1cccc(F)c1	59*	7
Cc1ccc2cc(CCNC(=O)CC(C)C)c(=O)[nH]c2c1	-10	9
O=c1[nH]c2ccccc2n1Cc1ccc(F)cc1	-60	/
C=CCn1c(COc2ccccc2)nnc1SCC(=O)Nc1ccc(S(N)(=O)=O)cc1	-25	2
COc1ccc2nc(SCC(=O)N3CCCCCC3)c(C#N)cc2c1	-17	-9
CC(C)CC(=O)Nc1ccccc1-c1nnn(CC(=O)N2CCc3ccccc3C2)n1	/	10
CCN(CCNC(=O)c1ccc2nc(-c3ccccc3NC(C)=O)c(=O)[nH]c2c1)c1ccccc1	/	3
CCOC(=O)c1ccc(N2C(=O)c3n[nH]c(C)c3C2c2cccnc2)cc1 (centres undefined)	-4	11
COc1cccc(C(=O)NCc2nnc(SCC(=O)Nc3nccs3)n2-c2cccc(C)c2)c1	-1	4
COc1ccc(N(Cc2cc3cc(OC)ccc3[nH]c2=O)C(=O)c2cccnc2)cc1	-5	-13
O=C(CN1CCN(c2ccccn2)CC1)Nc1ccc(Cl)c(C(F)(F)F)c1	-3	13
CC12CCC(c3nnc(SCC(=O)Nc4cccc5ccccc45)nc31)C2(C)C (centres undefined)	/	2

# 5 compounds drawn at random from those above, as already listed:
Compound	HIV RNase H inh	RmlCD inh mix
CCCC1(C(=O)OCC)NC(c2ccc(N(C)C)cc2)C2C(=O)N(c3ccc(OCC)cc3)C(=O)C21 (centres undefined)	-3	6
O=c1cccc(-c2ccccc2)[nH]1	6	0
COc1ccc2nc(SCC(=O)N3CCCCCC3)c(C#N)cc2c1	-17	-9
C=CCn1c(COc2ccccc2)nnc1SCC(=O)Nc1ccc(S(N)(=O)=O)cc1	-25	2
CCOC(=O)c1ccc(N2C(=O)c3n[nH]c(C)c3C2c2cccnc2)cc1 (centres undefined)	-4	11

# The listing continues.
Compound	HIV RNase H inh	RmlCD inh mix
Nc1cc(N)nc(SCc2cc(=O)oc3cc4c(cc23)CCC4)n1	-59	7
O=C(Nc1ccccc1Cl)c1cccc(NC(=O)C2C3CC4OC(=O)C2C4C3)c1 (centres undefined)	/	4
Cc1cc2nnc(SCC(=O)N3CCN(c4ccccc4)CC3)n2c(N)n1	/	-14
CN1C(=O)NC2C1N(S(C)(=O)=O)CCN2S(C)(=O)=O (centres undefined)	-9	-3
CCOc1cc(C2C(C(=O)c3ccc(C)cc3)=C(C(=O)OC)Nc3nnnn32)ccc1O (centres undefined)	-5	-67
CCC(C)[C@H](NC(=O)NCCCc1ccccc1)C(=O)OC (some centres undefined)	/	-9
C=CCn1c(=O)c2ccccc2n2c(SCC(N)=O)nnc12	/	5
COc1ccc(-c2nnc(SCC(=O)N3c4ccccc4Sc4ccccc43)o2)cc1	/	-7
Cc1c(C(=O)OCc2cc(=O)n3cc(Br)ccc3n2)oc2ccccc12	-3	/
CC(C)(C)N1CC(c2nc3ccccc3n2Cc2ccccc2)CC1=O (centres undefined)	/	-17
COCCNC(=O)CC(NS(=O)(=O)c1ccc(NC(C)=O)cc1)C(C)C (centres undefined)	-3	-12
COc1cc(C(=O)N2CCN(c3ccc(C)cc3C)CC2)cc(OC)c1OC	-3	-10
Cc1ccc(C)c(C(=O)NCc2ccncc2)c1	-3	-11
CCCn1c(SCC(=O)N2c3ccccc3Sc3ccccc32)nc2c1c(=O)n(C)c(=O)n2C	-19	12
CCN(CC)C(=O)c1scc2c1OCCO2	-3	-7
Cc1oncc1C(=S)Nc1ccccc1	74*	-13
Cc1nc(NC(=O)C2CC2)sc1C(=O)N1CCCCC1	-9	7
CCn1cc(C2=NOC(C(=O)Nc3cc(OC)c(Cl)cc3OC)C2)c(C)n1 (centres undefined)	-7	5
COC(=O)c1ccc(CSc2nnnn2-c2ccc(C)cc2C)o1	-33	-2
COc1ccc(/C=N/NC(=O)C(=O)NCc2cccnc2)cc1OC	/	-6
O=C(NCCn1cc(SCc2ccccc2F)c2ccccc21)c1c(F)cccc1F	/	-9
COc1ccc(OC)c(C(c2nnnn2C2CCCC2)N2CCc3ccccc3C2)c1 (centres undefined)	1	/
COC(=O)C1=C(C)N(c2ccc(F)c(Cl)c2)C(=O)C1	-4	11
CCN(CC)CCN=CC1=C(O)CNC1=O	-3	14
COC(=O)CN(c1ccc(F)cc1)S(=O)(=O)c1ccccc1	-8	0
CC1=Nc2ccc(C)cc2N(Cc2ccccc2)C(=O)C1	-20	-6
Cc1ccc(-c2noc(C3CCCN(C(=O)C4CCCCC4)C3)n2)o1 (centres undefined)	7	5
N#CCCn1nc(-c2ccccc2)cc1Nc1ccccc1NC(=O)c1cccs1	0	-16
COc1ccc(NC(=O)C2CCCN2S(=O)(=O)c2cccc3cccnc23)c(OC)c1 (centres undefined)	-30	-7
CCOC(=O)C1Cc2ccccc2C(=O)O1 (centres undefined)	-5	3
c1nc(N2CCOCC2)c2c3c(sc2n1)CCCC3	-11	3
CCOc1cc(/C=C(/C#N)c2nc3ccccc3[nH]2)ccc1Oc1ccc([N+](=O)[O-])cn1	/	16
COc1cc(CNC(C)(C)CO)ccc1OCC(=O)Nc1ccc(Br)cc1	/	9
COc1cccc(-c2nn3c(-c4cc(C)[nH]n4)nnc3s2)c1	-13	3
COc1cccc(C2/C(=C(/O)c3ccc(F)cc3)C(=O)C(=O)N2CCN(C)C)c1 (centres undefined)	3	13
O=C(NCc1ccc(Cl)cc1)c1ccc(COCC(F)(F)F)o1	-17	-8
O=C1CC2(CCCC2)Oc2ccc(F)cc21	/	1
CN1CCc2[nH]c3ccc(C(=O)NN)cc3c2C1	/	39
CCn1c(=O)cc(SCC(=O)N2CCCCC2)c2ccccc21	-9	8
N#Cc1nc(-c2ccco2)oc1NCc1cccnc1	-16	-8

# Some of these compounds in order of length of the SMILES, low to high.
Compound	HIV RNase H inh	RmlCD inh mix
CCN(CC)CCN=CC1=C(O)CNC1=O	-3	14
O=C1CC2(CCCC2)Oc2ccc(F)cc21	/	1
CC1=Nc2ccc(C)cc2N(Cc2ccccc2)C(=O)C1	-20	-6

# (list continues)
Compound	HIV RNase H inh	RmlCD inh mix
Cc1nc(S(=O)(=O)NC2CCCCC2)c(C#N)c(C)c1Cl	-21	/
O=C1CC(=C2c3ccccc3-c3ccccc32)C(=O)N1CCCCN1CCN(c2ccccc2)CC1	/	10
O=[N+]([O-])c1ccc(Cl)cc1Sc1nc2ccccc2o1	/	7
Cn1ccnc1SCC(=O)NC12CC3CC(CC(C3)C1)C2	-5	-5
Cc1cc(=O)oc(C)c1C(=O)NCc1ccccn1	-2	16
Cc1cc(C)c2cc(C#N)c(N3CCCN(S(=O)(=O)c4ccccc4)CC3)nc2c1	/	-1
COc1ccc(-c2coc3cc(O)ccc3c2=O)cc1O	/	3
COc1ccc(Cl)cc1C(=O)Nc1cc(=O)n(C)c(=O)n1C	0	10
COc1ccc(-c2nnn(CC(=O)N(CC(=O)NC3CCCC3)Cc3cccs3)n2)cc1OC	11	10
CCCCNC(=O)C1CCN(C/C(C)=C/c2ccccc2)CC1	/	8
Cc1cc(C)c(NC(=O)Cn2c(=O)n(Cc3ccco3)c(=O)c3ccccc32)c(C)c1	69*	-10
COc1ccc2c(c1)CCc1c(C(=O)Nc3cc(C)n(Cc4ccc(Cl)cc4)n3)noc1-2	-8	-19
Oc1[nH]c2ccccc2c1C1=NCCCC1	-11	-11
CCOc1ccc(CCNC(=O)c2ccc(N3CCCC3=O)cc2)cc1OCC	/	2
COc1cc(C(=O)N2c3ccccc3CC2C)cc(OC)c1OC (centres undefined)	-9	11
OC(Cn1c2ccccc2c2ccccc21)C[n+]1cccc2ccccc21 (centres undefined)	/	-6
COC(=O)c1ccc(COC(=O)C23CC4CC(CC(O)(C4)C2)C3)o1	0	8
COc1ccc(C(=O)Cc2ccc(OC)c(OC)c2)c(OC)c1	/	6
O=c1[nH]cnc2c1ncn2[C@@H]1O[C@H](CO)[C@@H](O)[C@H]1O	/	-21
COC(=O)c1cnn2c(C(F)(F)F)cc(-c3ccccc3)nc12	/	2

# Of the compounds above, these have a tert-butyl group.
Compound	HIV RNase H inh	RmlCD inh mix
CC(C)C[C@H](NC(=O)c1nc[nH]c1C(=O)N1CCN(C(=O)OC(C)(C)C)CC1)C(=O)OC(C)(C)C	/	20
CC(C)(C)N1CC(c2nc3ccccc3n2Cc2ccccc2)CC1=O (centres undefined)	/	-17

# (more compounds)
Compound	HIV RNase H inh	RmlCD inh mix
Cc1nonc1OCC(C)(COc1nonc1C)NC(=O)c1ccc(Cl)cc1	/	6
COc1ccc(C(=O)n2ccc(C)n2)cc1Br	-24	/
COc1ccc(C)cc1NC(=O)CSc1nnc(COc2ccc(Cl)cc2)n1Cc1ccco1	-7	-11
O=S(=O)(Nc1cc(Cl)ccc1N1CCCCC1)c1cccs1	-29	-10
COc1ccc(-c2nc3cc(NC(=O)Cc4ccc(OC)c(OC)c4)ccc3o2)cc1	2	177
Cc1ccc(S(=O)(=O)N2CCC(=O)N(CCOCc3ccccc3)CC2)cc1	/	-11
CCOC(=O)CNC(=O)CNC(=O)Cn1ccc2ccccc2c1=O	/	6
CCCCCCc1cc2cc(C(=O)NC)c(=N)oc2cc1O	-1	-35
COC(=O)c1[nH]c2ccccc2c1NC(=O)CN1CCN(Cc2ccc3c(c2)OCO3)CC1	-10	3
CCOc1ccc(C2C(C#N)=C(N)Oc3c2c(=O)oc2ccccc32)cc1 (centres undefined)	/	-19
Cc1ccc(S(=O)(=O)N(C)Cc2ccc(-c3nnc4n3CCC4)cc2)cc1	-9	-3
Cc1ccn2cc(CCNS(=O)(=O)c3ccc4c(c3)OCCO4)nc2c1	/	3
Cc1ccc(C(c2nnnn2C2CCCCC2)N2CCN3CCCC3C2)cc1 (centres undefined)	/	8
Cc1ccsc1C=C1C(=O)c2ccccc2C1=O	/	1
COc1ccc2c(c1O)-c1cccc3c1[C@@H](C2)N(C)CC3	/	10
Cc1ccccc1NC(=O)OCc1cn(-c2ccc(Cl)cc2)nn1	/	6
Cc1nc2scc(-c3ccccc3)c2c(=O)n1/N=C/c1ccco1	4	-11
O=C(NCc1cccnc1)C1c2ccccc2C(=O)N1C1CCCC1 (centres undefined)	1	16
COc1ccc(OC)c(C(O)c2coc3ccc(O)c(CN(C)C)c23)c1 (centres undefined)	/	-1
Cc1ncsc1C(=O)NCc1ccc(N2CCCC2=O)cc1	-9	11
CCOC(=O)C1=C(C)N=C2SCCC(=O)N2C1c1cccs1 (centres undefined)	-2	8
CCN1C(=O)/C(=C/C=C2/SCCN2C)SC1=S	/	17
CCOc1ccc(NC(=O)CSc2nnc(Cc3cccn3C)n2-c2ccc(OC)cc2)cc1	-10	10
CCOC(=O)C1CSC(CC(=O)Nc2ccc(Cl)c(Cl)c2)C(=O)N1 (centres undefined)	/	-8
COc1ccc(NC(C#N)c2ccc(OC)cc2)cc1 (centres undefined)	/	-13
O=C1CCCc2c1[nH]c1ccccc21	26	11

# Bioassay records (PubChem)
